sPLA2-III inh: Blocks human group III sPLA2 activity | Q9NZ20 | QFRET BODIPY PC-A2 liposome hydrolysis, fluorescence | inhibition, % at 12.2 µM | actives 0.56% (n = 370,000) | AID 743126;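 active means inhibition above mean plus 3 SD of compounds lying within the high and low control bounds, cut at about 19% in these data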;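 further: 0% = median of test compound wells and 100% = no enzyme DMSO wells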
PLC-beta3 inh: blocks human PLC-beta3 enzyme activity; inhibition, % at 12.2 µM; Q01970; Purified PLC-beta3, fluorogenic substrate, fluorescence; actives 0.18% (n = 370,000); in the data active means inhibition above about 11%;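 further: 0% = median of compound wells on plate and 100% = full blocker control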
SMARCA2 activ: SMARCA2 function activation, primary screen; MG213 cells, MMTV-luciferase reporter, dexamethasone, overnight; actives 1% (n = 370,000); activation, % at 9.1 µM; in the data active means activation above about 7.8%;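 further: 0% = vehicle wells and 100% = reference activator wells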
hgDAF12 agonist: agonists of H. glycines DAF-12 nuclear receptor; HEK293 GAL4-hgDAF12 UAS-luciferase reporter, agonist luminescence; normalized to butyrate control; activation, % at 6.8 µM; actives 1.8% (n = 370,000);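 active means activation above a cutoff set at the mean of all screened compounds plus 3 SD, cut at about 10% in these data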;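 further: 0% = DMSO wells and 100% = sodium butyrate wells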
GAA850 FXN act: frataxin GAA850 promoter activation; HEK293 lucGAA850 FXN promoter luciferase reporter, 24 h; percent of 10 µM SAHA response; activation, % at 6 µM; actives 0.56% (n = 360,000);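 active means activation above the average of all compounds screened plus 3 SD, cutoff fixed separately per campaign, cut at about 7.5% in these data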;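 further: 0% = DMSO wells and 100% = 10 µM SAHA wells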
hcDAF-12 act: H. contortus DAF-12 activation, primary screen; activation, % at 6.8 µM; HEK293 hcDAF-12 lit1-tk-luc reporter, luminescence; 0% DMSO, 100% Δ7-dafachronic acid; actives 1.4% (n = 370,000);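 active means activation above the mean of all tested compounds plus 3 SD, cut at about 5.5% in these data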;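 further: 100% = response to 3 µM Δ7-dafachronic acid high control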
DAX1 inh-1: inhibitors of human orphan nuclear receptor DAX1 (NR0B1). P51843. HEK293 Gal4-DAX1 luciferase reporter, luminescence. inhibition, % at 6.75 µM. actives 0.99% (n = 340,000). AID 504766;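 active means inhibition above the mean over all tested compounds plus 3 SD, cut at about 4.2% in these data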;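 further: 0% = DAX1-transfected cells with DMSO and 100% = empty-vector control cells with DMSO; inhibition shows as a rise in luminescence from relieved DAX1 repression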
Target sequence (P51843 207-470 limits assumed): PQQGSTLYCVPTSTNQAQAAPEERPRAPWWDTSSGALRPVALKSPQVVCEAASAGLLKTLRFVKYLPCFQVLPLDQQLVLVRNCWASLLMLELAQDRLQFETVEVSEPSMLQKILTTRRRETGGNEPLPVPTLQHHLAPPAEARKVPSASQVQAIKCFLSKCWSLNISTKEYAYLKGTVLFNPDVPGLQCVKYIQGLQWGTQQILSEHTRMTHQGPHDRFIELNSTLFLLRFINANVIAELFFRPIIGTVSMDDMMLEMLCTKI
ssDAF12 agonist: activates DAF-12 receptor from parasite S. stercoralis. HEK293 ssDAF-12/GRIP1 lit1-tk-luc reporter, luminescence; % of 3 µM dafachronic acid response. activation, % at 6.8 µM. actives 1% (n = 370,000);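 active means activation above the mean over all tested compounds plus 3 SD, cut at about 0.9% in these data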;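 further: 0% = DMSO-only wells and 100% = 3 µM delta7-dafachronic acid wells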
Rev-erbA mod: Rev-erb alpha (human) modulation; Rev-erbα–FITC-DNA binding, fluorescence polarization, 90 min; actives 0.79% (n = 370,000); P20393; activity, % at 10 µM; AID 1259318;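 active means activity above about 14%, limit read from the data; passing the limit was not always enough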;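 further: 0% = DMSO wells with 35 nM protein and 100% = DMSO wells with 750 nM protein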
Target sequence (P20393 whole entry, looked up): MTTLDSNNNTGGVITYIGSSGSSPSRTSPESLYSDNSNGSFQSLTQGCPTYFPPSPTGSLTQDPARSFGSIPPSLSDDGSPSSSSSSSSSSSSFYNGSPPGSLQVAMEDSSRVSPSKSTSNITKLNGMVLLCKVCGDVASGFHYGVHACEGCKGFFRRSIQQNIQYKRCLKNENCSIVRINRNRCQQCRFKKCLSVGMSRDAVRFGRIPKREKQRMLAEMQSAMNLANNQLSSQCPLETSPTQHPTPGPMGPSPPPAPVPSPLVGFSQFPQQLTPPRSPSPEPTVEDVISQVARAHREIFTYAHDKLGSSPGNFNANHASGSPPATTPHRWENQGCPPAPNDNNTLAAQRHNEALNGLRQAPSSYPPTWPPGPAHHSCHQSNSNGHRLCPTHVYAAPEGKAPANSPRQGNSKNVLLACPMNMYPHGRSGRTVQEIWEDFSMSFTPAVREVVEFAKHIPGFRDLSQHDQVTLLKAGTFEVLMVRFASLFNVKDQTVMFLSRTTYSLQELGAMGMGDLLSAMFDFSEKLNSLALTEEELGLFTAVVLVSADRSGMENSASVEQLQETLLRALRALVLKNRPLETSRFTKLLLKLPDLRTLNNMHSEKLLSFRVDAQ
PG9 Ab binder: PG9 antibody binding by small molecule; actives 0.43% (n = 360,000); TR-FRET gp120-PG9 antibody binding; AID 624416; inhibition, % at 6.7 µM; in the data active means inhibition above about 8.5%
DAX1 inh-2: blocks DAX1 repression of SF-1 activated StAR promoter | HEK293T StAR-luciferase reporter, SF-1/DAX-1 repression relief | actives 1.1% (n = 370,000) | inhibition, % at 6.8 µM | AID 652010;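 active means inhibition above the mean over all tested compounds plus 3 SD, cut at about 3.6% in these data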;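 further: 0% = DAX-1 cells with DMSO and 100% = cells lacking DAX-1 with DMSO; higher inhibition means more luminescence from relief of DAX-1 repression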
An asterisk follows results filed as active; / = not tested or not shown.

SMILES	sPLA2-III inh	PLC-beta3 inh	SMARCA2 activ	hgDAF12 agonist	GAA850 FXN act	hcDAF-12 act	DAX1 inh-1	ssDAF12 agonist	Rev-erbA mod	PG9 Ab binder	DAX1 inh-2
Cc1ccc(N=C2C(=S)N(c3ccc(C)cc3)C(=N)N2/N=C/c2ccc(Cl)cc2)cc1	15	-3	2	6.5	1.2	1.9	2.6	0.1	3	-0.2	-0.1
COc1cccc(C(=O)NNC(=O)c2sccc2-n2cccc2)c1	2	-3	1	1.3	0.2	0.6	1.1	-1.8	-2	-2.7	-1.1
O=C1CCCN1C(=O)CSc1ccc2ccccc2n1	10	-11	0	0.7	0.1	0.6	0.3	-0.5	4	1.6	0.2
CN(CCCC1CCCC1)C(=O)c1cc(COc2c(F)cccc2F)on1	-2	-3	4	-1.2	-0.5	-1.7	-0.1	-1.4	2	-1.6	-0.8
O=C(COC(=O)c1cc(S(=O)(=O)N2CCOCC2)ccc1F)Nc1ccc2c(c1)OCO2	5	-9	0	0.3	0.9	0.3	-0.1	-1.2	0	2.8	0.9
O=C(Cc1ccc([N+](=O)[O-])cc1)NCc1ccccc1Cl	4	1	2	-2.7	-0.8	-1.1	-0.1	-1.1	-2	-0.6	0.5
CCc1nnc(N/N=C/c2c(F)cccc2Cl)n1N	5	3	-3	-9.2	-0.2	-2.2	-0.7	-1.4	-4	-1.6	-1.3
CCOC(=O)C1(CC)NC(c2ccco2)C2C(=O)N(C)C(=O)C21 (stereo unspecified)	11	-3	-3	2.4	0.3	-1.1	1.3	-1.2	-1	0.6	-0.8
Cc1ccnc(N2C(=O)c3ccccc3C2O)c1 (stereo unspecified)	1	3	5	16*	2.4	6.7*	1.6	0.4	3	0.4	7.1*
Cc1c(CN(C)C(=O)c2nn(C)cc2[N+](=O)[O-])cnn1C	5	0	0	2.6	0.6	2.7	-0.3	-0.2	-1	0.3	0.4
COc1ccc(CCN2CNc3c(c(=O)n(C)c(=O)n3C)C2)cc1OC	6	-6	-4	2.2	0.6	0.2	1.3	-0.9	1	0.4	1.3
O=C(/C=C/c1ccccc1)NCCc1nc2ccccc2[nH]1	10	-8	-2	-1.5	0.1	1.1	2.4	-2.1	-3	0.2	0.2
Cn1c(N)c(C(=O)COC(=O)CNC(=O)c2ccccc2Cl)c(=O)n(C)c1=O	4	-1	0	-0.6	1.0	-0.1	-1.3	-1.7	0	-2.8	0.5
CCN(CC)S(=O)(=O)c1ccc(N2CCCC2)c(C(=O)OCC(=O)/C(C#N)=C(\C)N)c1	-12	1	0	-2.2	1.0	-1.3	2.1	-1.1	6	1.1	-1.2
Cc1occc1C(=O)NNC(=O)c1ccccc1[N+](=O)[O-]	4	-5	1	3.2	1.9	-1.4	0.5	-0.4	2	-0.8	-0.6
CCCCn1c(N)c(N(CC)C(=O)c2cc3c(s2)CCCCC3)c(=O)[nH]c1=O	8	-10	-3	-2.4	2.2	-0.4	-0.1	-1.2	-3	0.0	0.1
O=C(C[n+]1cccc(Br)c1)c1cccs1	4	-14	0	-0.1	1.6	2.1	-0.7	-0.7	-3	-0.5	-0.5
Cc1ccccc1-c1nc(NC(C)C)nc2cc(-c3ccccc3)sc12	-7	-31	1	1.0	3.3	-1.0	/	-1.2	0	-0.5	0.3
COc1ccc(C(O)c2ncc(-c3ccccc3)[nH]2)cc1F (stereo unspecified)	-2	4	2	-1.8	1.0	-0.2	/	-1.3	-2	-0.7	-0.4
Cc1cc(C)c2c(-n3cccc3)nn(C)c2n1	1	-6	1	1.0	0.9	0.7	1.5	-1.2	2	-1.5	-0.4

In the list so far, these contain a furan ring, fused or not.
SMILES	sPLA2-III inh	PLC-beta3 inh	SMARCA2 activ	hgDAF12 agonist	GAA850 FXN act	hcDAF-12 act	DAX1 inh-1	ssDAF12 agonist	Rev-erbA mod	PG9 Ab binder	DAX1 inh-2
CCOC(=O)C1(CC)NC(c2ccco2)C2C(=O)N(C)C(=O)C21 (stereo unspecified)	11	-3	-3	2.4	0.3	-1.1	1.3	-1.2	-1	0.6	-0.8
Cc1occc1C(=O)NNC(=O)c1ccccc1[N+](=O)[O-]	4	-5	1	3.2	1.9	-1.4	0.5	-0.4	2	-0.8	-0.6

(more compounds)
SMILES	sPLA2-III inh	PLC-beta3 inh	SMARCA2 activ	hgDAF12 agonist	GAA850 FXN act	hcDAF-12 act	DAX1 inh-1	ssDAF12 agonist	Rev-erbA mod	PG9 Ab binder	DAX1 inh-2
COC(=O)c1c(-c2c(Cl)cccc2Cl)noc1C(=O)NN	-23	-13	-2	-1.2	3.0	0.2	0.0	-0.1	3	0.1	-0.7
COc1ccccc1CCC[C@@H](CCS(=O)(=O)C(C)C)CC1CCCCC1	-4	-1	-4	-1.1	/	-0.9	/	2.2*	8	/	-0.6
COc1cc(O)c(C(CC(=O)N2CCCCC2)c2ccc3c(c2)OCO3)c(OC)c1 (stereo unspecified)	-2	-5	1	-2.6	0.2	-2.0	-0.7	-1.1	-1	0.2	0.1
CCN(CC(=O)NCc1cccs1)S(=O)(=O)c1ccc(C(C)C)cc1	1	2	-1	-1.4	1.5	-0.6	-0.5	-1.9	1	-0.1	-0.3
COc1ccc(-c2nnn(-c3cc(Cl)cc(Cl)c3)c2N)cc1	0	-4	-4	-1.3	-1.0	-1.8	-1.5	-1.9	-4	-0.4	-0.6
O=c1c(O)c(-c2cc(O)c(O)c(O)c2)oc2cc(O)cc(O)c12	8	-31	-3	1.1	-0.1	-1.1	0.5	-1.0	-17	-6.2	0.0
CN1CCCCC(NC(=O)c2ccc(Cl)cc2Cl)C1=O (stereo unspecified)	-2	7	1	0.7	/	1.0	/	-1.3	-4	0.2	0.2
CCOc1ccc(Nc2cc(=O)oc3ccccc23)cc1	2	3	-1	-0.9	2.9	-0.7	1.1	-1.5	9	4.0	0.0
Cc1cc(C)cc(NC(=O)CCc2c(C)nn(-c3ccc(N4CCCCC4)nn3)c2C)c1	-12	-8	11*	8.2	3.3	0.1	0.1	-0.3	-4	-1.0	4.1*
Nc1cc(N)nc(SCC(=O)N2CCN(S(=O)(=O)c3ccccc3)CC2)n1	-6	-2	-2	-2.5	-0.5	-1.8	3.6	-1.0	8	0.5	0.9
CCOc1ccc(N(CC)C(=O)CCS(=O)(=O)c2cccc3nonc23)cc1	3	0	2	-0.8	2.4	-1.7	-0.1	-0.6	0	0.0	-0.1
CCc1cccc(C)c1NC(=O)CC(C)(C)CC(=O)O	9	6	-1	0.4	-0.9	-0.5	0.0	-0.2	-3	-2.4	0.6
CCOC(=O)C1CCCN(C(=O)c2cc3c(C)nc4ccccc4c3o2)C1 (stereo unspecified)	1	-1	-2	-5.1	-2.7	-3.1	-2.0	-2.3	-1	1.4	-1.2
COc1ccc(NC(=O)COC(=O)CNC(=O)c2cc(OC)c(OC)c(OC)c2)cc1	11	-6	-2	2.1	-4.4	-0.3	0.0	-1.2	-3	-1.0	-1.6
CC(C(=O)Nc1ccccc1)C(=O)Nc1ccccc1	-5	-26	4	-0.6	0.2	0.2	-0.6	-0.7	2	0.0	0.2
CNC(=O)c1ccc(NC(=O)CC23CC4CC(CC(C4)C2)C3)cc1	9	-9	-3	0.1	5.2	0.5	-0.3	-1.0	2	-0.6	0.1
COc1ccc(CCC(=O)Nc2cc(Cl)ccc2OC)cc1	1	2	-1	-2.0	-1.6	-2.3	0.0	-1.7	3	-0.5	-0.9
CCC(C(=O)NC1CCCCC1)N(CC1CCCO1)C(=O)CNS(=O)(=O)c1ccc(OC)cc1 (stereo unspecified)	-4	1	1	2.3	-0.1	-1.1	-0.3	-1.4	-1	3.1	-0.3
CN(CC(=O)Nc1ccccc1C(F)(F)F)C(=O)CCc1nc2sc3c(c2c(=O)[nH]1)CCCC3	-3	-15	3	0.1	1.2	0.4	0.0	-1.0	30*	5.4	-0.2
CNC(=O)NC(=O)COC(=O)CCCOc1ccc(OC)cc1	1	9	-4	-0.2	-0.2	-1.3	5.6*	-0.6	0	-0.9	0.2
COC(=O)c1sccc1NC(=S)N1CC(C)CC(C)C1 (stereo unspecified)	6	1	-3	0.9	1.1	-1.9	0.6	-0.7	4	1.9	-0.1
CCOC(=O)c1ccc(N=c2sc(C(=O)OC)cc(=O)n2Cc2ccc3c(c2)OCO3)cc1	3	-3	-2	0.8	-1.6	2.3	3.8	-0.5	2	0.1	-1.5
CCOc1ccc(NC(=O)COC(=O)c2cc([N+](=O)[O-])ccc2N2CCOCC2)cc1	-6	4	-2	2.1	-0.1	-2.3	-1.0	-1.5	-1	0.9	-5.2
S=C(Nc1ccccc1)c1nc2ccccc2s1	11	2	6	12*	6.5	9.2*	2.2	1.1*	4	0.2	1.4
Cc1cccc(NC(=O)Cn2cccc2)c1	-9	1	2	-1.3	-0.5	-0.8	0.8	-1.5	1	-1.4	0.5
COc1ccccc1Cc1c(-c2ccc(F)cc2)nc2ccc(Cl)cn12	-6	-25	-1	11*	/	7.0*	/	-0.2	5	2.0	4.0*
COc1cccc(C(=Cc2ccc([N+](=O)[O-])cc2)C(=O)O)c1	1	2	-2	-0.8	0.1	2.4	1.8	-0.8	7	-1.2	0.7

Entries listed so far containing a thiophene ring, fused or not:
SMILES	sPLA2-III inh	PLC-beta3 inh	SMARCA2 activ	hgDAF12 agonist	GAA850 FXN act	hcDAF-12 act	DAX1 inh-1	ssDAF12 agonist	Rev-erbA mod	PG9 Ab binder	DAX1 inh-2
COc1cccc(C(=O)NNC(=O)c2sccc2-n2cccc2)c1	2	-3	1	1.3	0.2	0.6	1.1	-1.8	-2	-2.7	-1.1
CCCCn1c(N)c(N(CC)C(=O)c2cc3c(s2)CCCCC3)c(=O)[nH]c1=O	8	-10	-3	-2.4	2.2	-0.4	-0.1	-1.2	-3	0.0	0.1
O=C(C[n+]1cccc(Br)c1)c1cccs1	4	-14	0	-0.1	1.6	2.1	-0.7	-0.7	-3	-0.5	-0.5
Cc1ccccc1-c1nc(NC(C)C)nc2cc(-c3ccccc3)sc12	-7	-31	1	1.0	3.3	-1.0	/	-1.2	0	-0.5	0.3
CCN(CC(=O)NCc1cccs1)S(=O)(=O)c1ccc(C(C)C)cc1	1	2	-1	-1.4	1.5	-0.6	-0.5	-1.9	1	-0.1	-0.3
CN(CC(=O)Nc1ccccc1C(F)(F)F)C(=O)CCc1nc2sc3c(c2c(=O)[nH]1)CCCC3	-3	-15	3	0.1	1.2	0.4	0.0	-1.0	30*	5.4	-0.2
COC(=O)c1sccc1NC(=S)N1CC(C)CC(C)C1 (stereo unspecified)	6	1	-3	0.9	1.1	-1.9	0.6	-0.7	4	1.9	-0.1

Screening data (PubChem BioAssay)
